Source: PubChem (Broad Institute)
ERAP1 inh – blocks human ERAP1 aminopeptidase activity | actives 0.15% (n = 340,000) | inhibition, % at 10.7 µM | recombinant ERAP1, Leu-AMC fluorescence, 60 min | Q9NZ08 | AID 652197;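 active = mean replicate inhibition of at least 30%, or all replicates individually reaching that 30% level; inactive = mean below 30% and not every replicate reaching it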;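 note: 0% = neutral control wells and 100% = L-leucinethiol positive control wells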
S100A4 inh HTS – S100A4-myosin IIA interaction inhibition; P26447; S100A4/TAMRA-MyoIIA peptide fluorescence polarization; inhibition, % at 10.7 µM; actives 0.14% (n = 360,000); AID 652163;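 active = mean inhibition of at least 70% across replicates, with every replicate also reaching that level; inconclusive = mean inhibition reaches 70% but some replicates fall short; inactive = mean inhibition below 70%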
Target sequence (P26447 whole entry, looked up): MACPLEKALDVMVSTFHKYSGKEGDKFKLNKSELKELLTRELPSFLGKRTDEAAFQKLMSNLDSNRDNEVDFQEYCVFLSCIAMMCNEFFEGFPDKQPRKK
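Test system: S100A4 monomer protein; Medium: HEPES pH 7.2 with CaCl2, KCl, NaCl, DTT, Triton; Probe or stimulus: TAMRA-labelled myosin IIA heavy-chain peptide probe, 5 nM; Doses: one dose per compound; Times: polarization read 5 min after assay mix addition, stable 5–60 min; Benchmarks: neutral control DMSO, positive control TFP.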
LGR2 inh – Drosophila LGR2 receptor signaling inhibition; HEK293 LGR2, CRE-luciferase, bursicon-stimulated, 4 h; inhibition, % at 9.99 µM; actives 0.35% (n = 380,000);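 active = drop in luminescence signal, shown as inhibition above about 50% in the replicate tests, limit read from the data, passing the limit was not always enough; inconclusive = probably only some replicates passing the limit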;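 note: agonist challenge used bursicon conditioned medium at about half maximal strength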
Cneo AK release – causes C. neoformans cell lysis; adenylate kinase release luminescence, 4 h; normalised: neutral wells 0, clomiphene wells 100; actives 0.2% (n = 360,000); lysis activity, % at 15 µM;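 active = mean lysis activity across replicates of at least 80%, whatever share of replicates individually reach that level; inactive = mean lysis activity below 80%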
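read-out = cell lysis signal | test system = log-phase Cryptococcus neoformans yeast cells | input = cells at 5 × 10^6 per mL | medium = fresh YPD growth medium | signal = luminescent adenylate kinase detection reagent | timing = 4 h at 37 °C static, read 1 h later | dosing = single dose | controls = Clomiphene as positive lysis control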
PGC1a acetyl inh – PGC1a acetylation modulation, inhibitor mode. U2OS PGC1a acetylation, AlphaScreen anti-acetyl-lysine; with virally co-expressed GCN5 acetyltransferase. inhibition, % at 15.6 µM. actives 0.17% (n = 350,000). AID 651687;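 active = every replicate shows inhibition of at least 40%; inconclusive = mean inhibition at least 40% but some replicate below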;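 note: 0% = neutral control wells and 100% = positive control wells; some results beyond the cut were filed as inactive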
SIRT5 block – sirtuin-5 (human) deacylase inhibition | Purified SirT5, succinyl-peptide AMC, trypsin-coupled fluorescence | inhibition, % at 15 µM | Q9NXA8 | actives 1.1% (n = 330,000); in the data active = inhibition above about 15%; inconclusive = no clear call, values can overlap the other calls
Target sequence (Q9NXA8 whole entry, looked up): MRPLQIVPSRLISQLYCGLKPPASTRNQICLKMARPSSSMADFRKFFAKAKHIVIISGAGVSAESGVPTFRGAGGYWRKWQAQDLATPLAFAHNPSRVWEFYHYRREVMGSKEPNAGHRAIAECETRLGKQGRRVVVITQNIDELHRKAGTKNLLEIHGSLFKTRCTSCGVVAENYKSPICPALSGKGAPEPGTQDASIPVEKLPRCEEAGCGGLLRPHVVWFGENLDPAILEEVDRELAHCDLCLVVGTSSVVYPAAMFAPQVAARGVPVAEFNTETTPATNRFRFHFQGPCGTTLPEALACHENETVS
Statin myotox sup – protects C2C12 myotubes from simvastatin toxicity; ATP luminescence, 48 h; scaled: DMSO 0, geranylgeraniol control 100; rescue of ATP level, % at 7.49 µM; actives 0.78% (n = 330,000); AID 602340;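 active = mean ATP rescue above about 67%, or every replicate alone reaching that limit, limit read from the data, passing the limit was not always enough; inconclusive = no clear call, values can overlap the other calls; inactive = mean under the limit and some replicate under it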;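 note: myotubes were challenged with 10 µM simvastatin during compound exposure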
XiGFP reactiv – reactivates the inactive X chromosome in mouse fibroblasts | activation, % at 7.58 µM | AID 743238 | XiGFP mouse fibroblasts, % GFP-positive cells imaging, 3 d; cells co-treated with 5-aza-dC sensitizer; scaled so ellipticine positive control = 100% | actives 0.055% (n = 360,000);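 active = mean normalized replicate activation at least 10% and every replicate at or above 10%; inconclusive = only one of the two criteria met; inactive = mean below 10% and not all replicates reach 10%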;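 note: 0% = median of on-plate neutral control wells and 100% = ellipticine 6 µM median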
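material = 68-5-11 XiGFP fibroblast line | medium = DMEM plus 5-aza-dC sensitizer | schedule = 3 days compound exposure | benchmarks = positive control ellipticine, 6 µM final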
The depositor's hits bear a star; ? = inconclusive; . = not tested or not shown.

SMILES	ERAP1 inh	S100A4 inh HTS	LGR2 inh	Cneo AK release	PGC1a acetyl inh	SIRT5 block	Statin myotox sup	XiGFP reactiv
COP(=S)(OC)SCn1nnc2ccccc2c1=O	-1	4	29	.	5	-1	-2	-0.1
C=CCNC(=S)N1Cc2cc(Br)ccc2-n2nncc2C1	1	-1	-6	2	6	4	-6	.
Cc1ccc(CN2CCCN(Cc3ccc(Cl)cc3)S2(=O)=O)cc1	-1	-17	34	1	2	1	-2	0.1
O=c1c2ccccc2nc(/C=C/c2ccc(O)c(O)c2)n1-c1ccccc1	-1	-4	8	-4	-14	4	-30	0.1
O=C1CN(O)C(c2ccccc2Cl)=c2cc(Br)ccc2=N1	-6	-1	-36	1	-7	-5	0	0.0
CC(OC(=O)c1cn(C)c2ccccc12)C(=O)N(C)c1ccccc1 (stereo unspecified)	1	-3	-5	1	.	-2	-3	-0.1
COc1cccc(N2C(=O)NC(=O)/C(=C/c3ccc4c5c(cccc35)CC4)C2=O)c1	5	-19	-20	.	.	37*	.	0.0
COc1ccc(CN2CC3CC(C2)c2cccc(=O)n2C3)cc1OC (stereo unspecified)	.	0	.	-4	13	.	14	.
O=C(c1ccccc1)c1ccccc1N=Cc1c(O)[nH]c(=O)[nH]c1=O	3	5	2	.	0	-3	.	0.0
Cc1cc(C=C2C(=O)NC(=O)NC2=O)c(C)n1-c1ccc2c(c1)OCO2	-1	14	-3	-2	1	0	2	-0.1
Cc1cc(C)cc(NC(=O)CCNC(=O)N2C[C@H]3C[C@@H](C2)c2cccc(=O)n2C3)c1	.	0	8	-2	13	.	-2	.
CC1(C)OC(c2ccccc2)=C/C(=C/C=C2C(=O)NC(=S)NC2=O)O1	6	-77	4	.	.	0	.	0.0
CN(C)C(=O)Oc1ccc(C(=O)c2ccccc2)cc1	-1	37	-48	1	10	-5	3	.
Cc1nn(Cc2ccccc2)c(C)c1C(=O)OCC(=O)NC1CCS(=O)(=O)C1 (stereo unspecified)	.	.	-7	1	-1	.	.	0.4
COc1ccc(-c2ccc([C@@H]3[C@H]4CN(C(=O)Cc5ccccc5)CCCCN4[C@H]3CO)cc2)cc1	1	11	-7	2	5	6	.	0.1
COc1ccc2c(c1O)-c1cccc3c1[C@@H](C2)N(C)CC3	1	-2	3	-1	.	3	-5	0.0
O=P(O)(Oc1ccccc1)OC(c1ccccc1)C(F)(F)F (stereo unspecified)	10	-8	.	8	-10	-1	3	0.0
Cc1ccc(OCCOc2cccc(C=C3C(=O)NC(=O)NC3=O)c2)c(C)c1	1	2	77*	-3	.	-3	8	0.2
COC(=O)C1=C(c2ccc(-c3ccccc3)c(F)c2)C[C@@H]2CC[C@H]1N2C(=O)NC1Cc2ccccc2C1	.	-1	-6	2	-14	.	-2	-0.3
CC12C=CC(=O)C=C1CC(O)C1C2CCC2(C)C1CCC2(C)O (stereo unspecified)	-3	0	-3	3	12	-5	0	0.0

An excerpt from above with just Cneo AK release, Statin myotox sup and XiGFP reactiv.
SMILES	Cneo AK release	Statin myotox sup	XiGFP reactiv
Cc1cc(C=C2C(=O)NC(=O)NC2=O)c(C)n1-c1ccc2c(c1)OCO2	-2	2	-0.1
O=c1c2ccccc2nc(/C=C/c2ccc(O)c(O)c2)n1-c1ccccc1	-4	-30	0.1
COc1ccc2c(c1O)-c1cccc3c1[C@@H](C2)N(C)CC3	-1	-5	0.0
CC(OC(=O)c1cn(C)c2ccccc12)C(=O)N(C)c1ccccc1 (stereo unspecified)	1	-3	-0.1
O=P(O)(Oc1ccccc1)OC(c1ccccc1)C(F)(F)F (stereo unspecified)	8	3	0.0

The listing continues:
SMILES	ERAP1 inh	S100A4 inh HTS	LGR2 inh	Cneo AK release	PGC1a acetyl inh	SIRT5 block	Statin myotox sup	XiGFP reactiv
CCOc1cc2c(cc1OCC)-n1cccc1C(c1ccc(OC)c(O)c1)NC2 (stereo unspecified)	1	6	-1	5	-17	1	-4	0.0
COC(=O)[C@H]1[C@H](CO)[C@H]2Cn3c(ccc(C4=CCCCC4)c3=O)[C@@H]1N2CC1CCCC1	1	2	8	-4	.	-2	-23	-0.1
COC(=O)[C@H]1[C@H](CO)[C@H]2Cn3c(ccc(-c4ccc(F)cc4)c3=O)[C@@H]1N2C(C)=O	0	-10	-3	-1	.	-14	-16	0.1
CN1CCC2(CC1)NC(=O)c1ccccc1N2	-6	-2	-1	.	.	-15	.	-0.2
Cc1ccc(C(=O)NC2CC3CCC(C2)N3)cc1 (stereo unspecified)	.	2	-2	.	.	-2	-10	0.1
C[N+]1(CC2COC(c3ccco3)O2)CCCCC1 (stereo unspecified)	80*	-5	18	.	2	0	.	0.1
Cc1cc(OCC(=O)NCc2ccncc2)c2c3c(c(=O)oc2c1)CCC3	0	-1	-1	0	5	-16	-4	0.0
Cc1cccc(N=C2c3cc([N+](=O)[O-])ccc3-c3c2cc([N+](=O)[O-])cc3[N+](=O)[O-])c1	2	8	5	0	-5	-5	2	-0.1
Cc1ccccc1-c1ccc([C@H]2[C@H]3CN(C(=O)Cc4ccccn4)CCCCN3[C@H]2CO)cc1	0	-13	-16	43	-16	2	.	0.1
COC(=O)C1=C(C(=O)OC)C2OC1c1cc3ccccc3cc12	1	-1	?	.	.	.	.	4.1
COC(=O)C1=C(c2ccc(OCc3ccccc3)cc2)C[C@@H]2CC[C@H]1N2C(=O)NCc1ccc(OC)c(OC)c1	-1	-1	-5	2	.	.	5	0.0
CC(C)CC#Cc1ccc([C@@H]2[C@H](CO)N3CCCCN(C(=O)Cc4ccccn4)C[C@@H]23)cc1	1	-13	13	2	-7	0	-15	0.1
COC(=O)c1ccc(NC(=O)NC(=O)Oc2ccccc2)cc1	0	-2	10	-2	7	12	11	0.0
COc1cc(OC)c(C=O)c(OC(=O)N(C)C)c1	-2	-5	-16	0	.	10	-11	0.0
NNC(N)=O	3	-2	-9	1	-8	0	4	0.0
O=C1NC(=S)NC(=O)C1=Cc1ccc(OCC(=O)N2CCCC2)cc1	6	-6	6	1	-2	2	.	0.0
CCCCC1C(=O)NC(=S)N(C)C1=O (stereo unspecified)	2	1	-7	.	.	1	.	0.0
CCOc1ccc(N=Cc2c(O)n(CCc3ccc(OC)c(OC)c3)c(=O)[nH]c2=O)cc1	.	-8	-12	.	.	-7	.	-0.1
C=CCN1C(=O)NC(=O)/C(=C/c2ccc(OCC(=O)Nc3ccc(C)cc3)cc2)C1=O	0	7	-10	-2	.	0	3	0.0
NC(Cc1ccc(Cl)cc1)c1csc(Nc2ccccn2)n1 (stereo unspecified)	-2	-4	34	28	.	.	-8	0.2
O=C1NCN(c2ccccc2)C12CCN(C(c1nnnn1-c1ccc3c(c1)OCCO3)C1CC1)CC2 (stereo unspecified)	.	-5	16	-26	-24	-1	-47	0.1
COCCNC(=O)CN1C(=O)C(C)N=C(c2ccccc2)c2cc(Cl)ccc21 (stereo unspecified)	0	7	0	0	-4	1	7	0.0
C[C@]12CC[C@@H](O)CC1=CC(=O)C1C2CC[C@]2(C)C(=O)CCC12 (stereo partly specified)	5	-1	18	.	.	-9	.	0.2
O=C1CC(=O)N(c2cccc(Br)c2)C(=O)N1	1	-12	-3	-3	9	1	-6	0.0
O=C(Cc1ccccn1)N1CCCCN2[C@@H](CO)[C@@H](c3ccc(-c4ccc(F)cc4)cc3)[C@@H]2C1	-4	26	1	1	9	0	.	0.3
O=C(Nc1ccccc1OC(=O)N1CCCCC1)N1CCCCC1	1	-2	9	.	.	2	.	.
CN1CCN(c2ncnc3nc[nH]c23)CC1	-2	-7	4	.	8	5	.	-0.7
CCN(CC)c1ccc(N=Cc2c(O)[nH]c(=O)[nH]c2=O)cc1	0	8	-8	-1	7	1	-3	0.1
O=C(Cc1cccnc1)N1CCCCN2[C@H](CO)[C@@H](c3ccc(C#CC4(O)CCCC4)cc3)[C@@H]2C1	2	6	-2	0	5	0	0	0.2
O=C(CN1CCCC1=O)NCCc1ccccc1	4	-1	8	-19	29	-2	5	0.0
CN1CCN(c2ccc(S(=O)(=O)C(F)(F)F)cc2[N+](=O)[O-])CC1	1	-20	-11	2	-2	21*	.	-0.1
O=C([C@@H]1N[C@@H]2c3cccc(=O)n3C[C@@H]2[C@H]1CO)N1CCCCC1	2	24	-8	.	.	0	.	0.0
CC(=O)C1CCC2C3CCC4CC(O)CCC4(C)C3CCC12C#N (stereo unspecified)	1	2	-6	0	0	-4	5	0.0
c1ccc(NC2=NCCS2)cc1	-6	-14	-13	-2	-3	-3	-1	5.1
CC(C)OCC(O)CN1CC2C[C@@H](C1)Cn1c2cccc1=O (stereo partly specified)	-4	6	10	1	0	0	3	0.0
COc1ccc(N2C(=O)/C(=C/c3ccc(N(C)C)o3)C(=O)NC2=S)cc1	0	-39	-19	1	6	0	-8	0.0
Cc1ccc2c(c1)=C/C(=C\c1c(O)[nH]c(=O)[nH]c1=O)C(=O)N=2	3	6	1	.	.	0	.	0.0
COC(=O)C1=C(c2ccc(C(C)=O)cc2)C[C@@H]2CC[C@H]1N2C(=O)NCc1ccc2c(c1)OCO2	6	6	0	2	10	-5	0	0.0
COc1cc2c(cc1OC)-c1c(OC)c(OC)cc3c1C(C2)N(C)CC3 (stereo unspecified)	5	7	6	6	4	-5	-17	.
CC(C)C(=O)Nc1ccc(S(=O)(=O)N2CC3CC(C2)c2cccc(=O)n2C3)cc1 (stereo unspecified)	-3	-8	-11	-5	.	2	.	-0.1

Ordered by number of heavy atoms (smallest number first): part of the list above
SMILES	ERAP1 inh	S100A4 inh HTS	LGR2 inh	Cneo AK release	PGC1a acetyl inh	SIRT5 block	Statin myotox sup	XiGFP reactiv
CN1CCN(c2ncnc3nc[nH]c23)CC1	-2	-7	4	.	8	5	.	-0.7
CCN(CC)c1ccc(N=Cc2c(O)[nH]c(=O)[nH]c2=O)cc1	0	8	-8	-1	7	1	-3	0.1
O=C1NCN(c2ccccc2)C12CCN(C(c1nnnn1-c1ccc3c(c1)OCCO3)C1CC1)CC2 (stereo unspecified)	.	-5	16	-26	-24	-1	-47	0.1

Further results follow:
SMILES	ERAP1 inh	S100A4 inh HTS	LGR2 inh	Cneo AK release	PGC1a acetyl inh	SIRT5 block	Statin myotox sup	XiGFP reactiv
COC(=O)C1=C(c2ccc(-c3ccccc3)c(F)c2)C[C@@H]2CC[C@H]1N2C(=O)N1CCCCC1	0	5	.	1	-50	-3	15	0.0
O=[N+]([O-])c1cc(-n2cnnn2)c(O)c([N+](=O)[O-])c1	3	-20	5	-13	8	4	-8	0.0
CCCCCCN1CCN(c2ccc(Cl)cc2)CC1	0	-8	3	.	.	-8	.	-0.1
Cc1nn(Cc2c(Cl)cccc2Cl)c(Cl)c1C(=O)O	0	3	15	0	-15	-3	-4	0.1
C=CCn1c(O)c(/C=N/NC(=O)c2ccncc2)c(=O)[nH]c1=O	0	4	3	.	-13	3	.	0.0
Cc1ccccc1-c1ccc([C@@H]2[C@@H](CO)N3CCCCN(C(=O)Cc4ccccn4)C[C@@H]23)cc1	2	25	-1	39	9	-2	.	0.0
CC12CC[C@H]3[C@@H](CCC4(O)C[C@H](O)CCC34/C=N/NC(=O)c3ccccc3O)C1(O)CCC2C1=CC(=O)OC1 (stereo partly specified)	-25	-3	39	.	8	2	4	0.0
O=S(=O)(c1ccccc1)N1Cc2ccccc2-n2nncc2C1	9	-6	12	-1	16	-3	-6	0.6

This is a subset. The share of hits here may be higher or lower than overall.
